High-throughput results deposited in PubChem BioAssay by several laboratories.
LMPTP block = blocks human LMPTP phosphatase | recombinant LMPTP-A, OMFP fluorogenic substrate, fluorescence intensity | inhibition, % at 20 µM | 0.22% of 360,000 active;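 active = compounds that cut the enzyme signal by at least half of the control window in the single-dose screen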;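 also: plate controls were DMSO wells with enzyme plus substrate for no effect and substrate without enzyme for full effect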
Target sequence (P24666 whole entry, looked up): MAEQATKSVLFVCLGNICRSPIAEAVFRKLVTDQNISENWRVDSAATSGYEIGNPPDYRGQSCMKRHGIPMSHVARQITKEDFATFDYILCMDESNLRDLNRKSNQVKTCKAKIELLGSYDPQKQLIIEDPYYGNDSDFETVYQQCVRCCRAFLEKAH
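Material: LMPTP-A; amount: 0.625 nM enzyme; doses: single 20 µM dose; times: reaction 50 min, room temperature, dark; technique: fluorescence intensity of OMFP turnover product; benchmarks: no-enzyme and uninhibited controls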
STEP inh = STEP (human) phosphatase inhibition. P54829. recombinant STEP, OMFP fluorogenic substrate, fluorescence. inhibition, % at 20 µM. 0.25% of 360,000 active. AID 588621;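 active = inhibition at 20 µM, scaled per plate between control wells, above about 37%, limit read from the data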;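 also: 0% = DMSO with enzyme and substrate and 100% = substrate only without enzyme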
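material = STEP tyrosine phosphatase | reagent = fluorogenic phosphatase substrate OMFP at 25 µM final | doses = single compound dose of 20 µM, 1% DMSO final | schedule = 20 min reaction, room temperature, in the dark | measured by = fluorescence, 480/540 nm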
NadD inh = inhibitors of Staphylococcus aureus NadD. purified NadD enzyme, colorimetric absorbance read-out. inhibition, % at 20 µM. 0.78% of 360,000 active. AID 602399; in the data active = inhibition above about 26%; also: some compounds past the cut are filed as inactive
Rin1-Abl PPI inh = blocks binding of human Rin1 to Abl; P00519+Q13671; TR-FRET Rin1/Abl binding, biochemical; inhibition, % at 7.35 µM; 0.4% of 360,000 active; AID 588664; in the data active = inhibition above about 5%, passing the limit was not always enough
CSN inh = CSN deneddylation inhibition. Purified CSN, SCF-Nedd8-OG deneddylation, fluorescence polarization. inhibition, % at 12.5 µM. 0.38% of 360,000 active;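 active = pattern-corrected inhibition above about 35%, with an unprinted fluorescence ratio check between 0.5 and 1.5, limit read from the data, passing the limit was not always enough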;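 also: 0% = enzyme with substrate and 100% = substrate without enzyme; some results filed as inactive read as strong as hits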
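Detection – fluorescence polarization · System – HEK293T-derived human Csn5 enzyme · Controls – substrate-only high control, full reaction low control · Timing – 90 min, room temperature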
Rpn11 block = inhibitors of human proteasome Rpn11 | O00487 | human 26S proteasome, Ub4-pepOG fluorescence polarization; 20S core pre-blocked with epoxomicin | calls only at 20 µM | 0.59% of 360,000 active;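 active = inhibition at 20 µM, scaled to each plate's controls, above about 33%, limit read from the data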
Scp1 inh = Scp-1 (human) phosphatase inhibition | Q9GZU7 | Recombinant Scp1, phosphopeptide, malachite green phosphate absorbance | inhibition, % at 20 µM | 0.88% of 340,000 active | AID 493091;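 active = inhibition above about 50% at 20 µM, limit read from the data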;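 also: plate controls were DMSO wells with enzyme for no effect and wells lacking enzyme for full effect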
Target sequence (Q9GZU7 76-261 limits assumed): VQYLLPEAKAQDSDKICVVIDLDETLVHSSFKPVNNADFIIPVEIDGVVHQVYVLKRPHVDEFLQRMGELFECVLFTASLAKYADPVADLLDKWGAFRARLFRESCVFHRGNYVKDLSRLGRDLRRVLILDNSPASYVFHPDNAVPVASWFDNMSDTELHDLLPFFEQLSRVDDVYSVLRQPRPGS
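Material – SCP-1 phosphatase catalytic domain, residues 76-261 · Buffer or medium – Acidic Tris acetate buffer with magnesium and detergent · Also added – Phospho 17-mer peptide substrate · Compound – single 20 µM dose, 1% DMSO · Times – 45 min room-temperature reaction, 5 min colour, 30 min stabiliser · Technique – Phosphate-binding colour reagent, absorbance read at 630 nm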
Neddylation inh = cullin neddylation inhibition; TR-FRET cullin neddylation, biochemical; calls only at 25 µM; P61081+Q13564; 0.58% of 360,000 active; in the data active = inhibition above about 36%
Target sequence (P61081 whole entry, looked up): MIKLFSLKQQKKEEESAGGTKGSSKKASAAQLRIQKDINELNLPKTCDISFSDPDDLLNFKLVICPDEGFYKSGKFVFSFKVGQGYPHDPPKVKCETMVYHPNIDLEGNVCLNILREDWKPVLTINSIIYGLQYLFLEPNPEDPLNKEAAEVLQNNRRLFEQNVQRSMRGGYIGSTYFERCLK
Target sequence (Q13564 whole entry, looked up): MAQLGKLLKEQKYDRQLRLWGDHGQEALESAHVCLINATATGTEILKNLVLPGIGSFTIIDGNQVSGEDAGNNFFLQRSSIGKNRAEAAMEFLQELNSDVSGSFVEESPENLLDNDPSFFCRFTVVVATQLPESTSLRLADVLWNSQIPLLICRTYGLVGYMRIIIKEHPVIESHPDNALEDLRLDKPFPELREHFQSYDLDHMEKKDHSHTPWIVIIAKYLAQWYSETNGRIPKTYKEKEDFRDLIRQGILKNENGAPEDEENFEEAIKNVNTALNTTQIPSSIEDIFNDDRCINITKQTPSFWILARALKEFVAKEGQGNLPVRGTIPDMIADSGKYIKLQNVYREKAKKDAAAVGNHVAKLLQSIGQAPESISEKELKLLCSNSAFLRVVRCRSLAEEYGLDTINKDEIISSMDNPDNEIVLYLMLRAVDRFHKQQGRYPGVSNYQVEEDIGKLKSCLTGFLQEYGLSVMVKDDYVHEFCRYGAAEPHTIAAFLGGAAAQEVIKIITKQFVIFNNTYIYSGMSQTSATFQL
DNMT1 block = inhibitors of human DNMT1; DNMT1 molecular beacon, Hinp1I cleavage, fluorescence; inhibition (reported as % activation of signal), % at 10 µM; 0.83% of 360,000 active; in the data active = inhibition above about 50%
SUMO1 PPI mod = SUMO1-SIM interaction modulation; SUMO1 binding to a labelled peptide, TR-FRET, 1 h; inhibition, % at 20 µM; 0.33% of 360,000 active; in the data active = inhibition above about 37%
* = called active by the depositor; i = inactive; . = not tested or not shown.

entry	canonical_smiles	SUMO1 PPI mod	DNMT1 block	STEP inh	NadD inh	Scp1 inh	LMPTP block	Rin1-Abl PPI inh	Neddylation inh	CSN inh	Rpn11 block
1	COc1cccc(Oc2coc3c(CN4CCOCC4)c(O)ccc3c2=O)c1	3	4	-5	6	3	0.6	2	.	1	i
2	CCC(=O)Nc1ccc(N2CCOCC2)c(S(=O)(=O)Nc2ccc(OC)cc2)c1	1	-2	0	-1	-5	-0.1	-3	i	-3	i
3	COC(=O)c1cc(S(=O)(=O)N(C)C2CCCCC2)cn1C	1	0	1	1	-2	-1.5	3	i	3	i
4	Cn1c(=O)[nH]c(N)c(Br)c1=O	0	0	-2	0	-8	0.3	1	i	2	i
5	CCOC(=O)[C@]12CCCC=C1N(Cc1ccc(Cl)cc1Cl)C(=O)[C@H](CC(=O)N1CCOCC1)C2	2	.	.	-8	.	0.3	.	i	-3	.
6	CCCCC1C2=C(CC(C)(C)CC2=O)OC2=C1C(=O)CC(C)(C)C2	-1	5	0	2	-3	0.0	1	i	-8	i
7	CCOc1ccc2oc(C(=O)OCC(=O)NC(=O)NC3CCCC3)c(C)c2c1	7	-11	-2	-11	-11	2.6	-1	i	1	i
8	O=C(O)COc1ccccc1O	-9	2	-3	1	2	-1.9	-1	i	3	i
9	COC(=O)c1ccc(COC(=O)c2[nH]c(C)c(C(C)=O)c2C)o1	-2	2	8	-4	-3	-1.4	-1	i	4	i
10	CC(C)NC(=S)N(CCc1ccncc1)C(C)C	-4	-1	2	1	-5	-0.2	-4	i	-3	i
11	Cc1ccccc1OCC(O)CNC1CCC(NCC(O)COc2ccccc2C)CC1 (configuration not stated)	-61	-14	-3	-1	-2	-2.0	-2	i	5	i
12	O=C(CN(c1ccccc1Cl)S(=O)(=O)c1ccccc1)NC1CC2CCC1C2 (configuration not stated)	4	-4	0	-6	.	0.0	4	i	2	i
13	C=CCNc1nc(Cl)nc(Nc2ccc([N+](=O)[O-])cc2)n1	-1	17	0	-8	-3	4.6	-3	i	-1	i
14	COc1ccc(NC(=O)Nc2cccc3c2O[C@@H](CN(C)S(=O)(=O)c2cn(C)cn2)[C@@H](C)CN([C@H](C)CO)C3=O)cc1	4	6	1	1	-6	2.5	-1	i	-1	i
15	COC(=O)c1cccc(-n2c(C)cc(/C=C3\SC(=O)NC3=O)c2C)c1	5	-1	-3	1	.	-1.9	-7	i	3	i
16	COc1cc2ccccc2cc1C(=O)NC(=S)Nc1ccc(C(=O)O)cc1	7	3	10	15	61*	39	4	i	3	i
17	CCCOc1cc(CC(=O)NCc2ccco2)ccc1OC	0	5	-10	-2	11	-0.1	3	i	1	i
18	COc1ccccc1N(CCC#N)C(=O)CSc1nc(-c2ccccc2)cn1N	-2	-4	-1	4	8	-0.1	-4	i	0	i
19	CCOC(=O)c1c(NC(=O)c2c(Br)cnn2C)c(C#N)nn1-c1ccccc1	11	-7	0	2	-13	0.7	4	i	6	i
20	O=C(COC(=O)Cc1ccc(Br)cc1)NCc1ccccc1	-3	-4	-2	0	.	-0.1	0	i	-4	i

Among those listed so far, six contain a halogen:
entry	canonical_smiles	SUMO1 PPI mod	DNMT1 block	STEP inh	NadD inh	Scp1 inh	LMPTP block	Rin1-Abl PPI inh	Neddylation inh	CSN inh	Rpn11 block
4	Cn1c(=O)[nH]c(N)c(Br)c1=O	0	0	-2	0	-8	0.3	1	i	2	i
5	CCOC(=O)[C@]12CCCC=C1N(Cc1ccc(Cl)cc1Cl)C(=O)[C@H](CC(=O)N1CCOCC1)C2	2	.	.	-8	.	0.3	.	i	-3	.
12	O=C(CN(c1ccccc1Cl)S(=O)(=O)c1ccccc1)NC1CC2CCC1C2 (configuration not stated)	4	-4	0	-6	.	0.0	4	i	2	i
13	C=CCNc1nc(Cl)nc(Nc2ccc([N+](=O)[O-])cc2)n1	-1	17	0	-8	-3	4.6	-3	i	-1	i
19	CCOC(=O)c1c(NC(=O)c2c(Br)cnn2C)c(C#N)nn1-c1ccccc1	11	-7	0	2	-13	0.7	4	i	6	i
20	O=C(COC(=O)Cc1ccc(Br)cc1)NCc1ccccc1	-3	-4	-2	0	.	-0.1	0	i	-4	i

(next part)
entry	canonical_smiles	SUMO1 PPI mod	DNMT1 block	STEP inh	NadD inh	Scp1 inh	LMPTP block	Rin1-Abl PPI inh	Neddylation inh	CSN inh	Rpn11 block
21	O=C(COC(=O)/C=C/c1nc2ccccc2s1)Nc1cccc2ccccc12	2	21	2	11	-5	-0.7	4	i	-11	i
22	Cc1cccc(-n2c(SCC(=O)O)nc3sc4c(c3c2=O)CCCC4)c1	-4	-1	1	0	-1	0.4	0	i	-1	i
23	CCOc1ccccc1C(=O)NC(C(=O)OCn1nnc2ccccc2c1=O)C(C)C (configuration not stated)	3	1	6	2	.	-0.1	0	i	15	i
24	COc1ccc(Br)cc1CNC(=O)C1CCCN(c2nc3ccccc3o2)C1 (configuration not stated)	0	-8	-4	19	11	0.9	0	i	3	i
25	CCS(=O)(=O)N(CC(=O)Nc1cccc2ccccc12)c1ccc(OC)cc1	-8	-2	-1	-1	-10	0.6	-1	i	1	i
26	Cc1[nH]c2ccccc2c1CCN(Cc1cccs1)C(=S)NC(C)(C)C	-2	-9	8	1	-6	-0.8	0	i	0	i
27	Cn1c(=O)c2sccc2n2c(CCCC(=O)NCc3ccc4c(c3)OCO4)nnc12	1	3	2	2	-12	-1.2	2	i	-2	i
28	CC(C)c1ccc(C(C(C(=O)c2ccccc2)N2CCOCC2)N2CCOCC2)cc1 (configuration not stated)	-3	4	0	-1	-4	0.0	3	i	1	i
29	CCCCC(C(=O)NC(C)(C)C)N(Cc1ccco1)C(=O)c1snc(C(N)=O)c1N (configuration not stated)	-2	0	-3	-4	-2	1.2	2	i	1	i
30	CC(C)(C)c1ccc(C(=O)N2CCOC23CCCCC3)cc1	1	1	2	-3	.	-1.2	4	i	1	i
31	CCOC(=O)c1cnc(Nc2nc3ccccc3o2)nc1C	-2	-1	-2	-3	-3	-1.2	1	i	-6	i
32	CCOC(=O)CSc1nnc(NC(=O)CN2CCN(C=O)CC2)s1	0	-1	-1	-3	-5	0.1	2	i	-1	i
33	Cc1ccc(C(=O)NCC2CCCN2S(=O)(=O)c2cccs2)cc1C (configuration not stated)	2	-4	3	-6	-6	-0.5	0	i	0	i
34	Cc1ccccc1-n1nc(-c2cccnc2)cc1C(=O)N/N=C/c1ccncc1	-7	7	0	2	-1	-0.4	-3	i	-6	i
35	Cc1ccc(Cn2c(CN3CCOCC3)nc3c2c(=O)[nH]c(=O)n3C)cc1	0	4	-3	-12	-4	-3.4	-3	i	-4	i
36	O=C(Nc1cccc(Cl)c1)Nc1nc(-c2ccccc2)cs1	-1	5	-2	5	-3	0.2	3	i	-1	i
37	Cc1ccc(OCCCCn2c(CO)nc3ccccc32)cc1	1	-1	1	-3	0	2.3	-4	i	3	i
38	CCN(CC)C(=O)[C@H]1C[C@H](CC(=O)NCCCOC)C(=O)N2CCc3c([nH]c4cc(CCC(=O)N(C)C)ccc34)[C@]12C	1	2	-2	-1	1	-0.2	-4	i	0	i
39	CCOC(=O)C(=O)Nc1nc(-c2ccccc2)c(CC)s1	4	3	0	-3	-3	0.4	0	i	3	i
40	COc1cccc(NC(=O)Cc2nc(-c3ccccc3)sc2-c2ccc(C)cc2)c1	-4	-9	3	13	1	3.8	-1	i	4	i
41	CCOC(=O)C1(C)CCN1C(=O)c1ccc(C)cc1 (configuration not stated)	5	4	0	3	.	-0.3	2	i	-4	i
42	O=C(Nc1cccc(F)c1)c1cc(S(=O)(=O)N2CCC(C(=O)O)CC2)ccc1F	0	-2	-1	-10	0	-1.6	-4	i	-6	i
43	O=C(Nc1ccccc1C(=O)NC(Cc1ccccc1)C(=O)NC1CCCCC1)c1ccccc1 (configuration not stated)	0	20	-3	-6	-9	0.1	-3	i	-6	i
44	COC(=O)/C(=C/c1ccco1)NC(=O)c1ccccc1	-4	26	-1	4	9	0.1	-1	i	-14	i
45	Cc1ccc(OCc2cc(C(=O)NCCn3cccn3)no2)cc1C	-3	-2	-2	2	-1	-0.5	2	i	4	i
46	O=C(NCCCNC(=O)c1c(F)cccc1F)c1c(F)cccc1F	3	-1	-2	-1	-5	-2.2	0	i	-5	i
47	COc1cc(/C=N/NC(=O)C2=NNC(=O)C2C)ccc1O (configuration not stated)	-6	0	-4	-7	-13	-1.1	-4	i	-8	i
48	CCC(C)c1ccc(O)c(NC(=S)NC(=O)c2cccs2)c1 (configuration not stated)	7	-4	0	-6	.	2.0	-1	i	-4	i
49	O=C(CSc1ccccc1)NN1C(=O)c2ccccc2C1=O	-16	1	-4	-8	-5	-0.9	2	i	8	i
50	COc1ccc(-c2nc(CS(=O)CC(=O)NCC3CCCO3)c(C)o2)cc1 (configuration not stated)	3	-31	3	3	-7	-0.9	-1	i	1	i
51	COc1ccc(NC(=O)C2CCCN(S(=O)(=O)c3ccc4[nH]c(=O)ccc4c3)C2)cc1OC (configuration not stated)	-3	-2	-1	3	6	-0.9	-2	i	-1	i
52	COc1ccc(CNC(=O)C2CC(c3ccccc3[N+](=O)[O-])=NO2)cc1 (configuration not stated)	-34	1	-1	1	0	-0.5	-1	i	2	i
53	COCCCNC(=O)Cn1cnc(C(=O)Nc2ccc(C)c(C)c2)n1	4	2	-2	1	4	-1.2	-1	i	-3	i
54	O=C(Nc1nncs1)c1cc(-c2ccncc2)nc2ccc(Cl)cc12	-9	-1	15	5	-13	2.5	-1	i	1	i
55	CN(CC(=O)NCc1ccc(F)cc1)S(=O)(=O)c1ccc2c(c1)c(=O)n(C)c(=O)n2C	4	-1	2	-7	-9	-1.9	0	i	5	i
56	CCCc1cc(=O)oc2cc(C)cc(OCC(=O)N3CCC(C(N)=O)CC3)c12	-1	-2	2	-2	-4	-0.6	-2	.	0	i
57	CCOc1ccccc1NC(=O)Nc1ccsc1C(=O)OC	3	-1	-1	-10	-7	1.5	0	i	-1	i
58	CC(C)Nc1nc(NC(C)C)nc(Oc2ccc(=O)n(C)n2)n1	3	0	0	7	1	1.1	0	i	5	i
59	CC1CCN(C(=O)c2[nH]cnc2C(=O)N[C@H](C)c2ccccc2)CC1	0	1	1	5	0	-0.1	3	i	2	i
60	CN(CCC1CCOCC1)C(=O)CC1C(=O)NCCN1Cc1c(F)cccc1Cl (configuration not stated)	-3	-3	0	6	-7	0.5	0	i	-1	i
61	CCOC(=O)c1nnc(-c2ccccc2)nc1Oc1ccccc1Cl	-13	4	-4	-3	-6	0.8	0	i	4	i
62	CCN(Cc1ccccc1)C(=O)COC(=O)c1c(C)nsc1NC	6	-1	0	-4	-1	-0.9	3	i	2	i
63	Cc1cccc(C)c1NC(=O)CNC(=O)C1CC(=O)N(Cc2ccccc2)C1 (configuration not stated)	3	-2	-1	3	-3	-0.5	2	i	4	i

Compound profiles, from the list above. Values in the order: SUMO1 PPI mod | DNMT1 block | STEP inh | NadD inh | Scp1 inh | LMPTP block | Rin1-Abl PPI inh | Neddylation inh | CSN inh | Rpn11 block
Record of CCCc1cc(=O)oc2cc(C)cc(OCC(=O)N3CCC(C(N)=O)CC3)c12 → -1 | -2 | 2 | -2 | -4 | -0.6 | -2 | . | 0 | i
Record of COC(=O)/C(=C/c1ccco1)NC(=O)c1ccccc1 → -4 | 26 | -1 | 4 | 9 | 0.1 | -1 | i | -14 | i
